MRP reversal: reverses drug resistance mediated by MRP; H69AR cells + 2 uM doxorubicin, CellTiter-Glo, 72 h; differential viability (reversal), % at 10 µM; hit rate 0.04% among 85,000; AID 602;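 active = viability drop by adding the cancer drug above about 55%, with treated viability meeting a 40% cutoff, limit read from the data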;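 note: viability without doxorubicin minus viability with 2 µM doxorubicin for each compound; larger differential means the compound sensitizes cells more to doxorubicin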
PLAP inhibitors HTS: inhibition of human placental alkaline phosphatase – biochemical, luminescence, HTS (AID 690); inhibition, % at 20 µM; hits with a dose series show IC50 in µM; purified PLAP, luminescent substrate; higher % means a stronger effect; hit rate 0.08% among 96,000; in the data active = a potency from the dose series; inactive = the rest, 99 in 100 with inhibition below about 30%; note: strong numbers were not always called active
IL1B NFkB pot: enhances IL-1B driven NFkB nuclear translocation | hit rate 0.3% among 94,000 | HUVEC IL-1B NFkB p65 nuclear translocation imaging | activation, % at 2 µM;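 active = activation above 40%, about the mean plus 3 SD, also judged a hit on visual image review; inconclusive = activation above 40% but not a hit on visual review; inactive = activation not above 40% and no visual hit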;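 note: percent activation is computed from the nuclear over cytoplasmic p65 intensity ratio; values of inactives mirror those of a sister screen read the other way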
NFkB transloc inh: blocks IL-1B driven NFkB nuclear translocation in HUVEC cells; inhibition, % at 2 µM; hit rate 0.43% among 94,000; HUVEC IL-1B NFkB p65 nuclear translocation imaging; AID 796;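 active = inhibition above about 30% together with a positive call from visual inspection of the well image, limit read from the data; inconclusive = inhibition above a set limit but visual check negative; inactive = inhibition not above a set limit, visual check negative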;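 note: nuclear over cytoplasmic p65 intensity ratio measured by imaging; 0% = IL-1B stimulated DMSO wells and 100% = unstimulated DMSO wells; values of inactives mirror those of a sister screen read the other way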
Bcl-B TR3 displacers: displacers of TR3 peptide from Bcl-B, primary screen, selectivity assay for Bfl-1 inhibitor project, biochemical, fluorescence polarization; FP displacement of FITC-TR3 peptide from Bcl-B; higher % means a stronger effect; displacement, % at 20 µM, or IC50 in µM where a hit was titrated; hit rate 0.11% among 96,000;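 active = displacement above 50% at 20 µM plus a fluorescence interference ratio under 1.5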;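 note: plate controls were wells without compound for no effect and wells lacking Bcl-B protein for full effect; a part of the inactive calls stands beside numbers as strong as those of hits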
MRP reversal cytotoxicity: second read-out of MRP reversal, no call of its own (marks repeat the call); viability, %; H69AR cells, CellTiter-Glo, 72 h; measured here: cytotoxicity without doxorubicin
MRP reversal with doxorubicin: also measured in MRP reversal; calls as there; viability, %; measured here: viability with 2 uM doxorubicin; stronger effect = lower value
NFkB transloc inh cell count 2 µM: second read-out of NFkB transloc inh, no call of its own (marks repeat the call); cell count; measured here: cells passing quality filter;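 raw number of nuclei counted in each imaged well without normalization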
IL1B NFkB pot cell count 2 µM: recorded beside IL1B NFkB pot, whose call it bears; cell count; measured here: cells passing quality filter
Numbers without * were called inactive; ? = inconclusive; . = no result given.

SMILES	MRP reversal	MRP reversal cytotoxicity	MRP reversal with doxorubicin	PLAP inhibitors HTS	IL1B NFkB pot	IL1B NFkB pot cell count 2 µM	NFkB transloc inh	NFkB transloc inh cell count 2 µM	Bcl-B TR3 displacers
CCOc1ccc2nc(SC3CC(=O)N(c4ccc(C)cc4)C3=O)sc2c1 (stereo not given)	.	.	.	-17.6%	39.3	157	-39.3	157	6.8%
Cc1ccc(CNc2nc3ccccc3n3nnnc23)cc1	-2.8	29.6	32.5	18.9%	.	.	.	.	31.3%
Cc1ccc(-c2nc(N/N=C/c3cccnc3)c3ccccc3n2)cc1	-32.7	25.6	58.3	-36.6%	.	.	.	.	-30.5%
O=C(Nc1sc2c(c1C(=O)O)CCC2)c1ccccc1	-28.2	80.0	108.2	20.8%	6.7	175	-6.7	175	32.1%
CCOC(=O)Cn1c(=O)n(C2CCCC2)c(=O)c2ccccc21	-8.5	85.4	93.8	-10.6%	11.1	161	-11.1	161	-8.8%
COc1ccc(CNc2oc(COc3ccccc3)nc2C#N)cc1	12.3	103.5	91.1	9.7%	3.8	116	-3.8	116	5.5%
CC1CN/C(=C\C(=O)c2ccccc2)C(=O)N1 (stereo not given)	-12.9	83.3	96.1	-5.3%	4.0	157	-4.1	157	4.2%
Cc1sc2ncnc(SCC(=O)N3CCCC3=O)c2c1C	12.1	105.2	93.1	-8.1%	-7.9	122	7.9	122	-22.6%
Cc1nc(C(=O)N(C)C)nn1-c1ccc(Cl)cc1Cl	.	.	.	-2.6%	1.5	136	-1.5	136	5.9%
CCOC(=O)/C(=N/Nc1ccccc1)c1csc(Nc2ccccc2)n1	-3.8	10.8	14.6	20.4%	-5.4	179	5.4	179	-4.6%
O=C(CCN1C(=O)S/C(=C\c2ccccc2)C1=O)Nc1ccc(S(=O)(=O)Nc2nccs2)cc1	.	.	.	-6.2%	20.3	181	-20.3	181	-5.9%
C=CCN(CC=C)S(=O)(=O)c1ccc(NC(=S)NC(=O)/C=C/c2ccccc2)cc1	.	.	.	9.7%	1.3	189	-1.3	189	0.7%
O=C(N/N=C/C=C/c1ccc([N+](=O)[O-])cc1)c1cccs1	.	.	.	-2.5%	7.8	189	-7.8	189	-112.2%
Cc1occc1C(=O)Nc1ccc2ccccc2c1	-6.3	72.3	78.6	14.1%	0.7	122	-0.7	122	-7.0%
CCO/C(=C/c1sc2ccc(OC)cc2[n+]1CCCS(=O)(=O)[O-])CC	3.9	109.3	105.5	9.7%	-6.8	154	6.8	154	-1.5%
COc1ccc(CCN2C(=O)c3[nH]nc(-c4ccccc4O)c3C2c2cccc(O)c2)cc1OC (stereo not given)	12.8	84.2	71.4	-188.7%	19.1	126	-19.1	126	-5.1%
Cc1cc(C)c(C#N)c(N2CCSCC2)n1	4.0	95.9	92.0	2.2%	-7.0	110	7.0	110	-9.3%
N#CCSc1nnc(-c2cccnc2)n1-c1ccccc1	-2.8	105.1	107.9	-8.4%	6.0	174	-6.0	174	0.0%
CC1(C)C2CCC1(C)C(OC(=O)CCn1ccnc1)C2 (stereo not given)	10.3	90.2	79.9	-35.5%	.	.	.	.	-6.3%
O=C1C2=C(c3ccccc31)[N+](=O)C1CCCCC1N2[O-] (stereo not given)	13.1	89.5	76.4	6.2%	-9.4	161	9.4	161	6.8%

Entries of single compounds, quoted from the list.
C=CCN(CC=C)S(=O)(=O)c1ccc(NC(=S)NC(=O)/C=C/c2ccccc2)cc1 as listed: MRP reversal: .; MRP reversal cytotoxicity: .; MRP reversal with doxorubicin: .; PLAP inhibitors HTS: 9.7%; IL1B NFkB pot: 1.3; IL1B NFkB pot cell count 2 µM: 189; NFkB transloc inh: -1.3; NFkB transloc inh cell count 2 µM: 189; Bcl-B TR3 displacers: 0.7%
CCO/C(=C/c1sc2ccc(OC)cc2[n+]1CCCS(=O)(=O)[O-])CC as listed: MRP reversal: 3.9; MRP reversal cytotoxicity: 109.3; MRP reversal with doxorubicin: 105.5; PLAP inhibitors HTS: 9.7%; IL1B NFkB pot: -6.8; IL1B NFkB pot cell count 2 µM: 154; NFkB transloc inh: 6.8; NFkB transloc inh cell count 2 µM: 154; Bcl-B TR3 displacers: -1.5%

New compounds follow.
SMILES	MRP reversal	MRP reversal cytotoxicity	MRP reversal with doxorubicin	PLAP inhibitors HTS	IL1B NFkB pot	IL1B NFkB pot cell count 2 µM	NFkB transloc inh	NFkB transloc inh cell count 2 µM	Bcl-B TR3 displacers
COc1ccc(N2CC(C)Cn3c2nc2c3c(=O)n(CCc3ccccc3)c(=O)n2C)cc1 (stereo not given)	52.6	85.2	32.6	-20.4%	.	.	.	.	-4.0%
CC1CC(C)(C)N(C(=O)CSc2ccc(-c3ccc(F)cc3)nn2)c2ccccc21 (stereo not given)	.	.	.	-17.1%	-0.5	125	0.5	125	-8.1%
CCn1nnc(-c2ccccc2NS(=O)(=O)c2ccc(S(=O)(=O)N(C)C3CCCCC3)cc2)n1	-27.6	52.2	79.8	-58.2%	-1.5	150	1.5	150	-18.1%
CC(=O)Nc1ccc(C(=O)NC2CCCC2)cc1	-9.2	84.4	93.6	11.6%	2.3	179	-2.3	179	-8.2%
CCOc1cccc(NC(=O)C2CC(=O)NC(=Nc3ccccc3)S2)c1 (stereo not given)	5.8	85.5	79.7	-7.1%	32.8	148	-32.8	148	-5.1%
C/C=C/c1ccccc1OCc1ccc(C(=O)OC)o1	-13.2	68.3	81.5	6.4%	2.4	151	-2.4	151	6.7%
Cn1c(-c2ccccc2)c(CCO)c2ccccc21	5.0	84.7	79.7	.	19.2	181	-19.2	181	.
COc1ccc(C(=O)CSc2cc(C)nc(SCC(=O)c3ccc(C)cc3)n2)cc1	-26.9	57.2	84.1	.	2.3	158	-2.3	158	.
O=C(Cn1cc([N+](=O)[O-])cn1)Nc1ccn(Cc2c(F)c(F)c(F)c(F)c2F)n1	.	.	.	9.3%	-3.1	161	3.1	161	0.8%
COc1ccc(C(C(=O)OC(C)CN(C)C)c2ccccc2)cc1 (stereo not given)	.	.	.	-18.8%	10.8	166	-10.8	166	7.6%
Cc1cc(Cn2ccnc2)c(C)cc1Cn1ccnc1	7.7	91.4	83.7	-16.1%	-3.2	57	3.3	57	1.0%
CCCN(CC(=O)Nc1c(C)cccc1CC)C(=O)SCC	.	.	.	-5.2%	24.2	161	-24.2	161	-0.2%
Cc1c(NC(=O)C2CCCNC2=O)c(=O)n(-c2ccccc2)n1C (stereo not given)	-57.5	38.5	96.0	-20.5%	19.5	128	-19.5	128	-7.0%
CCOC(=O)C1=C(Cn2cnc3ccccc32)NC(=O)NC1c1ccc(Cl)cc1 (stereo not given)	-0.4	91.2	91.6	-24.5%	-0.1	134	0.1	134	-0.3%
NC(=O)c1cc(N2C(=O)C=CC2=O)ccc1Cl	.	.	.	-0.1%	-4.7	194	4.7	194	6.0%
COc1ccc(S(=O)(=O)N(C)c2ccc(C(=O)N3CCOCC3)cc2)cc1	5.7	96.6	90.9	-1.8%	8.9	149	-8.9	149	-4.9%
C=CCN(CC(=O)NCc1ccc(OC)cc1)C(=O)c1csnn1	1.1	109.3	108.1	4.4%	8.0	217	-8.0	217	-4.5%
CSc1cccc(NC(=O)CN(C)S(=O)(=O)c2ccc(C)cc2)c1	.	.	.	14.3%	3.9	114	-3.9	114	-15.9%
Cn1c(SCc2ccccn2)nnc1-c1ccncc1	2.1	94.8	92.7	2.3%	.	.	.	.	-2.0%
Cc1onc(-c2ccccc2Cl)c1C(=O)OCC(=O)N1CCCc2ccccc21	-2.3	78.1	80.4	-42.9%	.	.	.	.	-64.6%
COc1ccc(NC(=O)c2ccco2)c(OC)c1	-5.3	96.5	101.8	1.3%	15.9	191	-15.9	191	-3.5%
CCOc1cccc(-c2nnc3sc(COc4ccc(Cl)cc4)nn23)c1	-9.4	95.6	105.0	14.5%	-6.7	101	6.7	101	-13.6%
Cc1ccc2nc(NC(=O)c3ccc(Cn4cc(Cl)cn4)o3)sc2c1	20.6	75.1	54.5	.	12.4	90	-12.4	90	.
COc1ccc(NC(=O)CC2Oc3ccccc3NC2=O)cc1 (stereo not given)	6.4	95.8	89.3	-9.4%	.	.	.	.	-5.3%
Cc1nc2ccc(S(=O)(=O)NC(C(=O)N3CCCC3)C(C)C)cc2s1 (stereo not given)	3.2	100.6	97.4	.	?	.	-53.2	77	.
C=CCNc1nc(Nc2ccc(OC)cc2)nc(OC)n1	0.5	86.7	86.2	13.5%	8.2	137	-8.2	137	0.5%
COC(=O)CC1COc2ccccc2N1C(=O)c1ccc(Cl)cc1 (stereo not given)	.	.	.	8.4%	15.0	141	-15.0	141	-3.9%
CCc1ccc2[nH]c(=O)c(C(c3nnnn3Cc3ccco3)N3CCC(C)CC3)cc2c1 (stereo not given)	4.4	94.0	89.6	13.0%	13.0	68	-13.0	68	-2.8%
N#CCCN(Cc1cccnc1)C(=O)Nc1ccccc1	0.2	93.2	93.0	21.3%	-6.6	118	6.6	118	-6.3%
COc1cccc(CNCCNC(=O)c2nonc2N)c1	-15.1	84.8	99.9	2.1%	-21.2	163	21.2	163	-0.2%
Cc1nc(SCC(=O)NCc2ccco2)c2c(C)c(C)sc2n1	8.0	89.1	81.1	22.7%	-2.2	176	2.2	176	-3.2%
Cc1nc2ccccc2n1C(=O)c1cc(-c2ccc(Br)cc2)nc2ccccc12	.	.	.	-29.9%	-13.1	147	13.1	147	-2.9%
Cc1ccc(/C=[N+](/[O-])C2SC(=S)N(C)C2(C)C)cc1 (stereo not given)	-3.8	88.7	92.5	-8.0%	3.3	119	-3.3	119	3.0%
Cc1ccc(-c2csc3ncnc(OCC(=O)NC(=O)NCc4ccco4)c23)cc1	-25.1	63.0	88.1	-71.3%	.	.	.	.	-8.0%
O=S(=O)(O/N=C1\CCCc2ccccc21)c1ccccc1	-4.9	93.2	98.1	8.8%	1.8	192	-1.8	192	-5.0%
c1ccc(-n2ncc3c(N4CCN(c5ccccn5)CC4)nc(N4CCOCC4)nc32)cc1	-5.2	27.7	32.9	13.8%	.	.	.	.	3.4%
CCOC(=O)c1[nH]c2ccc(Br)cc2c1NC(=O)CCN1CCC(C(=O)OCC)CC1	-8.8	46.9	55.7	-36.9%	7.0	168	-7.0	168	-4.5%
CCOC(=O)c1sc(NC(=O)CSc2nc3c(c(-c4ccc(OC)cc4)c2C#N)CCCC3)c(C#N)c1C	8.3	89.4	81.1	-4.6%	-4.1	126	4.1	126	-11.5%
CC(C)(C)C(=O)Nc1ccccc1C(=O)Nc1cccnc1	-8.8	92.4	101.1	5.7%	.	.	.	.	11.4%
O=C(CN1CCC(c2nc3ccccc3[nH]2)CC1)Nc1ccc2c(c1)OCO2	36.8	122.8	86.1	-32.9%	-16.5	153	16.5	153	-4.0%
COc1ccc(CC(NC(C)=O)C(=O)NC2CCN(C(=O)Nc3ccc(Cl)cc3)CC2)cc1OC (stereo not given)	8.8	95.3	86.5	-24.5%	9.0	151	-9.0	151	-4.3%
CC(C)Sc1nc2ccccc2n1CC(N)=O	0.6	101.0	100.4	11.9%	.	.	.	.	7.5%
COc1ccccc1N1C(=O)CC(Sc2nccc(C)n2)C1=O (stereo not given)	8.8	106.2	97.5	-13.6%	22.1	143	-22.1	143	-6.3%
COc1ccc(C(=O)Cn2c(NCCO)nc3ccccc32)cc1OC	-7.6	88.3	95.9	.	-7.3	122	7.3	122	.
Cc1ccc(C)c(NC(=O)CSc2nnc(CCNC(=O)OC(C)(C)C)o2)c1	-6.0	64.3	70.3	-47.1%	-5.5	131	5.5	131	-12.5%
CCSc1nnc(NC(=O)C2C3C=CC(C3)C2C(=O)O)s1 (stereo not given)	16.0	98.1	82.1	2.3%	5.8	159	-5.8	159	7.1%
Cc1cc2cc(CNC(=O)c3ccc(S(=O)(=O)N4CCCCC4)cc3)ccc2n1C	-18.6	57.2	75.8	-7.9%	-12.7	189	12.7	189	6.4%
N#C/C(=C\c1cc([N+](=O)[O-])c(N2CCOCC2)cc1N1CCOCC1)c1nc2ccccc2[nH]1	.	.	.	15.2%	5.0	185	-5.0	185	22.5%
Cn1cc(C(=O)c2ccc(Cl)cc2Cl)cc1C(=O)N/N=C(\N)COc1ccc(F)cc1	-40.4	24.6	65.0	-89.0%	-2.8	64	2.8	64	-6.2%

Screening data: PubChem, several laboratories

The list is partial; the hit share may differ from the screen's.
